# From PubChem
# MBD2 DNA inh – MBD2-methylated oligo binding inhibition; 370,000 tested, 0.31% active; Q9UBB5; inhibition, % at 4.4 µM; TR-FRET, MBD2 binding to methylated oligonucleotide; AID 686964; in the data active = inhibition above about 13%
# mABHD4 FP – inhibitors of mouse ABHD4; Q8VD66; 370,000 tested, 0.54% active; purified mABHD4, FP-Rh probe fluorescence polarization; AID 720543; inhibition, % at 8.92 µM;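 active = inhibition exceeding the mean over every tested compound plus 3 SD, cut at about 30% in these data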;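 note: 0% = plate median of compound wells and 100% = S159A mutant with DMSO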
#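 Doses – 8.92 µM, single dose · Material – wild-type mouse ABHD4 protein · Replication – single well per compound (singlicate) · Measure – percent inhibition of probe binding, normalized to plate controls · Schedule – 45 min compound pre-incubation plus 60 min probe step, 25 °C · Detection – fluorescence polarization with parallel and perpendicular emission, 525/598 nm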
# GC-B act – GC-B (human) receptor activation; P20594; HEK293-GC-B cells, CNP EC30, cGMP TR-FRET; 0% at EC30 CNP, 100% saturating CNP; activation, % at 10 µM; AID 1920062; 370,000 tested, 0.11% active;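 active = activation at 10 µM reaching about 35% in either raw or pattern-adjusted values, limit read from the data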
# SIAE primary – human SIAE inhibition, primary screen. inhibition, % at 9.66 µM. SIAE FP-Rh probe binding, fluorescence polarization. 370,000 tested, 0.69% active. AID 1053197;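 active = inhibition above a cutoff: mean of compounds within the control limits plus 3 SD of those, cut at about 17% in these data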;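 note: 0% = plate median of compound wells and 100% = probe without SIAE protein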
# Target sequence (Q9HAT2 whole entry, looked up): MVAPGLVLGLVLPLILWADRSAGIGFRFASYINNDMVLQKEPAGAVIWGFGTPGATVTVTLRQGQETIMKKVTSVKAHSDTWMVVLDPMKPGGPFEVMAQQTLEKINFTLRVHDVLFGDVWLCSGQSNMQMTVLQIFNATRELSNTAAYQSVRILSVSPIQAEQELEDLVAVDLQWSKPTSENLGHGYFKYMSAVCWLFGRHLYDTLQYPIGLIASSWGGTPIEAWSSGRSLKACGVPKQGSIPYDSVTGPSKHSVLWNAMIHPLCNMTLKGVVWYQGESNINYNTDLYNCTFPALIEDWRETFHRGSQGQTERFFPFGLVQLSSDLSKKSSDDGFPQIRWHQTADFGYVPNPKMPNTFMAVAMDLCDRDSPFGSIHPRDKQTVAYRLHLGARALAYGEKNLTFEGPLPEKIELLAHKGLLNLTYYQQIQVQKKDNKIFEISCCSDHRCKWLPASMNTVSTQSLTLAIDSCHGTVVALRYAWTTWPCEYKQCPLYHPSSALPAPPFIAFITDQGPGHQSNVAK
# HTRA1 inh – blocks human HTRA1 serine peptidase; Q92743; recombinant HTRA1, FP-rhodamine activity-based probe, fluorescence polarization; inhibition, % at 5.96 µM; 340,000 tested, 0.5% active; in the data active = inhibition above about 36%;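 note: 0% = enzyme with DMSO and 100% = wells lacking enzyme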
# PRMT1 FP inh – inhibitors of human PRMT1; Q99873; inhibition, % at 2.79 µM; 370,000 tested, 1.3% active; AID 652257; recombinant PRMT1, activity-based probe fluorescence polarization;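 active = inhibition above about 21% made by adding two undisclosed values, limit read from the data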
# Target sequence (Q99873 whole entry, looked up): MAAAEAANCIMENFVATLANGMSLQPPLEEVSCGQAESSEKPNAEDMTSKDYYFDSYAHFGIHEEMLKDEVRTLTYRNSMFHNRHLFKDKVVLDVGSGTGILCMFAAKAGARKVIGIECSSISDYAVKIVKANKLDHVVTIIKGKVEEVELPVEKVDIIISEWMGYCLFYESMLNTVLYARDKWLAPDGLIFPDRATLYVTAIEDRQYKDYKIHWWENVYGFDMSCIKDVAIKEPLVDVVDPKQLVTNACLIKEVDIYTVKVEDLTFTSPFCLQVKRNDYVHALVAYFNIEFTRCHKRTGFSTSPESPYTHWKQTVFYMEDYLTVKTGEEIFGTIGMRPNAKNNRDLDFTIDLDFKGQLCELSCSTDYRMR
# TCR-CD3 inh – inhibitors of human TCR-CD3 interaction | 360,000 tested, 0.37% active | inhibition, % at 9.4 µM | TAMRA-labeled TCR probe fluorescence, biochemical; in the data active = inhibition above about 19%;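 note: recombinant mutant TCR 2C K166C tagged with TAMRA read by polarization; 0% = receptor in buffer alone and 100% = receptor with positive control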
# UHRF1 binding – human UHRF1 methylated DNA binding inhibitors | AID 687016 | inhibition, % at 4.4 µM | UHRF1 binding to methylated oligo, TR-FRET | 370,000 tested, 0.75% active; in the data active = inhibition above about 21%;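 note: UHRF1 SRA domain binding a hemimethylated CpG hairpin DNA probe; 0% = median of test compound wells and 100% = reference inhibitor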
# NPR1 activator – GC-A (human) enzyme activation; 370,000 tested, 0.14% active; HEK293 GC-A cells, cGMP TR-FRET, EC30 ANP; 0% at EC30 ANP, 100% saturating ANP; AID 1671463; P16066; activation, % at 10 µM; in the data active = activation above about 40%
# rCAG binder – molecules binding r(CAG) RNA repeats; r(CAG) RNA repeat, TO-PRO-1 dye displacement fluorescence; 370,000 tested, 1.3% active; AID 651821; inhibition, % at 3 µM;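 active = inhibition above the plate cutoff, the mean of all test compounds on that plate plus 3 SD, cut at about 35% in these data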;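 note: 0% = DMSO alone and 100% = 100 µM mitoxantrone as full dye displacement; higher means more dye released from RNA so lower well fluorescence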
# * marks the source's active call; other numbers are inactive results; · = not tested or not shown. The list is partial; rates above refer to the full screens.
SMILES,MBD2 DNA inh,mABHD4 FP,GC-B act,SIAE primary,HTRA1 inh,PRMT1 FP inh,TCR-CD3 inh,UHRF1 binding,NPR1 activator,rCAG binder
Cc1cc(C)c2nc(SCC(=O)NCC3CCCO3)c(C#N)cc2c1 (stereo not given),2,8,0,-3,4,1,1,1,-1,5
Cc1ccc(Cl)cc1N1CCN(C(CC(C)C)c2nnnn2CC2CCCO2)CC1 (stereo not given),-2,1,-8,7,2,0,7,0,-6,-1
CCCCC(=O)NC(c1ccccc1Cl)c1c(O)ccc2ccccc12 (stereo not given),3,-14,-2,-1,-15,-3,1,-3,-18,2
Cn1cccc1CC(=O)NN=C/C=C\c1ccco1,66*,13,-2,8,·,19,·,85*,-4,20
COc1ccc(S(=O)(=O)N[C@@H](Cc2ccccc2)C(=O)N2CC[C@@]3(O)CCCC[C@H]3C2)cc1,0,1,2,-10,6,0,0,0,-1,-8
O=C(O)CSc1ncccc1C(=O)O,1,0,8,-5,1,-1,4,0,3,0
Cc1cc(C)n2nc(CC(=O)NC3CCCCCC3)nc2n1,-2,2,0,9,2,-4,8,-1,1,-4
Cc1ccc(S(=O)(=O)NCc2nnnn2-c2ccc(F)cc2)cc1,-3,-5,-2,-6,5,-3,-7,3,2,3
CC(=O)c1ccc(NC(=O)C(Cc2ccccc2)n2cccc2)cc1 (stereo not given),4,-2,-3,2,-12,0,3,-1,1,-2
CN(C)C1=NC[C@H](Cc2ccccc2)N1CCCCc1ccccc1,2,-2,-8,-1,-2,2,-1,6,-4,9
Cn1c(-c2cc3ccccc3oc2=O)nc2ccccc21,-1,2,0,1,-7,4,-9,2,5,-5
CC(=O)Cc1nsc(NC(=O)c2cc(-c3cccc(C(F)(F)F)c3)oc2C)n1,-5,-13,-6,-6,-12,-2,-3,-4,0,8
Oc1ccc(F)c2cccnc12,-4,1,-2,1,24,0,1,-1,-5,-3
Cc1c(CC(=O)O)c(=O)oc2c(C)c(OCc3ccccc3)ccc12,0,-1,-5,-8,3,8,-2,1,1,9
Cc1cc(C)c(NC(=O)CS(=O)CC(=O)NC2CCCc3ccccc32)c(C)c1 (stereo not given),1,3,5,-5,-1,-2,-2,-1,-3,-6
O=C1N=C(N2CCCCC2)SC1=C1CCCC1,-2,-2,0,9,2,-4,-1,-4,2,2
CC(=NCCc1ccccc1)C1=C(O)C(c2ccccc2)OC1=O (stereo not given),-1,1,1,6,-2,6,-2,1,-2,-3
COc1ccccc1-c1nnc(N)s1,2,4,0,8,-3,-1,12,-2,4,1
COCCNC(=O)C1CC(c2ccccc2[N+](=O)[O-])=NO1 (stereo not given),5,-2,-1,3,-2,1,-2,1,-3,4
COC(=O)c1sc(C(F)(F)F)c(-c2ccccc2)c1S(=O)(=O)NC(C)(C)C,6,-6,-8,1,-4,1,2,2,-7,-8
O=C(COc1ccccc1[N+](=O)[O-])N/N=C/c1ccc(O)c([N+](=O)[O-])c1,-4,20,-8,1,4,1,8,-4,1,12
O=C1C(=Cc2cccs2)C(=O)c2ccccc21,-4,10,-3,7,3,11,10,-6,1,6
CC(=O)N1N=C(c2ccccc2)CC1c1cccs1 (stereo not given),0,-3,-3,0,5,3,-8,-1,-3,-2
Cc1noc(C)c1C(=O)NC(C)c1ccc2c(c1)OCO2 (stereo not given),0,-2,4,-1,-5,0,-1,4,1,-5
Cc1ccc(-n2c(-c3cccnc3)n[nH]c2=S)c(C)c1,5,-7,0,6,2,0,0,-1,4,-2

# Rewritten bar-delimited: part of the list above
SMILES | MBD2 DNA inh | mABHD4 FP | GC-B act | SIAE primary | HTRA1 inh | PRMT1 FP inh | TCR-CD3 inh | UHRF1 binding | NPR1 activator | rCAG binder
Cc1noc(C)c1C(=O)NC(C)c1ccc2c(c1)OCO2 (stereo not given) | 0 | -2 | 4 | -1 | -5 | 0 | -1 | 4 | 1 | -5
Cc1ccc(-n2c(-c3cccnc3)n[nH]c2=S)c(C)c1 | 5 | -7 | 0 | 6 | 2 | 0 | 0 | -1 | 4 | -2

# Remaining list, next part
SMILES,MBD2 DNA inh,mABHD4 FP,GC-B act,SIAE primary,HTRA1 inh,PRMT1 FP inh,TCR-CD3 inh,UHRF1 binding,NPR1 activator,rCAG binder
CCN(c1cccc(C)c1)S(=O)(=O)c1cc2c3c(c1)CCN3C(=O)CC2,1,-8,0,-1,4,-2,-10,8,-1,1
CS(=O)(=O)N(CC(=O)N1CCN(Cc2ccccc2)CC1)c1ccc(F)cc1,-1,0,2,1,9,-4,3,3,-1,-7
COc1ccc(CN2C(=O)C(CC(=O)NC3CCCC3)CC(C(=O)N(C(C)C)C(C)C)=C2C)cc1 (stereo not given),9,10,9,0,2,5,-2,7,-5,0
CCOc1cc2[nH]c(=O)n(CC3CCC(C(=O)NCCCOC)CC3)c(=O)c2cc1OCC (stereo not given),-3,3,-3,8,7,-1,6,-3,-5,-6
COc1ccc(Nc2c(-c3ccc(C)cc3)nc3cnccn23)cc1,-4,-2,48*,7,1,-6,14,2,46*,-5
CCN(CC)c1nc(-c2cccc(OC)c2O)nc2ccccc12,-6,7,-19,3,-1,0,-3,-2,-29,1
COC(=O)c1nn(-c2ccccc2)c(=O)cc1Oc1ccccc1,2,0,-1,4,7,-3,-1,-2,4,-7
O=C(Nn1cnnc1)c1ccc(F)c(S(=O)(=O)N2CCCCC2)c1,-2,4,8,4,1,1,0,0,-1,3
CC(=O)Nc1sc2c(c1-c1nc3ccccc3s1)CN(C(C)C)CC2,36*,7,8,8,-11,3,7,3,11,-39
O=C(Nc1cccc(S(=O)(=O)N2CCOCC2)c1)c1cc(S(=O)(=O)N2CCOCC2)c(Cl)cc1Cl,0,-9,9,-2,-1,-2,5,3,0,6
Cc1ccc(S(=O)(=O)N(C)C[C@H]2Oc3cc(Br)ccc3S(=O)(=O)N([C@H](C)CO)C[C@@H]2C)cc1,1,-1,2,0,5,5,-2,1,5,2
O=C(Nn1cnnc1)c1ccccc1F,0,2,-2,-2,6,-4,-6,0,2,3
COc1cc(Br)c(Br)c(Br)c1N,-2,-2,1,1,2,-2,3,-2,0,-1
COc1ccc(-[n+]2c(C)cc(/C=C3\Sc4ccccc4N3C)cc2C)cc1,-2,14,-29,1,3,24*,5,-77,-42,-105
COC(=O)[C@H](CCSC)NC(=O)NCCc1ccccc1F,2,2,0,2,5,1,-5,-2,1,1
O=C(C1CCC(=O)N1Cc1cccnc1)N1CCN(c2ccc(F)cc2)CC1 (stereo not given),0,-1,1,-1,3,-2,-3,2,1,0
COCc1nnc(NC(=O)CSc2ccccc2)s1,0,1,4,6,5,-2,-3,-1,4,2
CCCc1cc(=O)oc2c3c(cc(OCC(=O)N[C@@H](CSC)C(=O)O)c12)OC(C)(C)CC3,2,-2,-1,4,-1,-2,-2,-2,0,17
C=C(C)CSc1nc2c(c(=O)[nH]c(=O)n2C)n1CCC(C)C,3,2,-21,-2,-9,-5,-2,0,-1,-1
Cc1cc2nc(C3CCCCC3)c(Cc3ccccc3C(F)(F)F)n2c(C)c1Br,-2,15,0,1,·,0,-6,-3,-5,5
CCCNC(=O)C1(C)CCCN(C(=O)c2ccccc2OC(F)(F)F)C1 (stereo not given),5,1,6,-4,·,1,1,-1,2,-3
CC(=O)Nc1cccc(Oc2ncccc2[N+](=O)[O-])c1,-1,-2,3,2,7,-1,-6,2,-1,1
CCCCCNC(=O)c1ccc2c(=O)n(CC3CCCO3)c(=S)[nH]c2c1 (stereo not given),5,-3,-5,11,2,3,-9,-1,-5,-5
CC(=O)Nc1cccc(/C(C)=N/NC(=O)c2cccc(S(=O)(=O)N3CCOCC3)c2)c1,-7,1,0,-3,3,0,1,-2,-3,0
Cc1cccn2c(=O)c3cc(C(=O)NC(C)C)c(=N)n(Cc4ccncc4)c3nc12,-2,6,-5,-3,2,0,-3,-6,9,5

# Continued:
SMILES,MBD2 DNA inh,mABHD4 FP,GC-B act,SIAE primary,HTRA1 inh,PRMT1 FP inh,TCR-CD3 inh,UHRF1 binding,NPR1 activator,rCAG binder
Cc1cc(=O)oc(C)c1C(=O)NCCc1ccc(F)cc1,-1,7,-2,1,0,-1,-2,2,7,-5
CN(C)Cc1csc(NC(=O)Nc2ccccc2Oc2ccccc2)n1,-3,-6,-6,-2,·,-2,1,2,-1,7
COC(=O)C(C)Oc1ccc2cc(-c3ccccc3)c(=O)oc2c1 (stereo not given),-1,-7,-5,-2,-6,2,4,-1,16,-2
CCOC(=O)[C@]12CCCC=C1N(Cc1ccco1)C(=O)[C@H](CC(=O)N1CCSCC1)C2,2,1,2,-2,·,0,9,-4,-1,0
O=C(C1=C(O)C(=O)N(Cc2cccnc2)C1c1cccc(Oc2ccccc2)c1)c1ccco1 (stereo not given),-2,-6,0,-5,4,3,0,-6,-3,22
CCN(CC(=O)Nc1ccc(OC)cc1)C(=O)Cc1coc2cc(C)c(C)cc12,-3,2,2,2,-10,-1,-3,0,0,3
COC(=O)c1c(C)nc2nonc2c1N,-1,3,-1,9,-4,-2,-3,-1,6,-5
CCCCC1N2CC3([N+](=O)[O-])CN1CC([N+](=O)[O-])(C2)C3(C)C (stereo not given),-1,11,0,5,-3,-3,5,1,1,0
NC(=O)COC(=O)/C=C/c1ccc2ccccc2n1,-6,0,-5,2,1,-2,2,-3,-6,-3
Cc1ccc(OCCNC(=O)c2ccccc2OCc2c(C)noc2C)cc1,-4,-1,-5,-2,-3,6,1,0,-2,-2
Cc1[nH]c(C)c(S(=O)(=O)NCCc2ccccc2)c1C(=O)N1CCCCC1,3,-8,2,1,-3,1,5,3,1,1
COC(=O)c1ccc(Oc2cc(C)nc(NCc3ccccc3)n2)cc1,1,-4,1,-3,9,1,1,0,-1,-4
CCC(CC)c1nnc(NC(=O)CCc2ccccc2OC)s1,-4,2,8,1,3,1,-1,3,2,-6
O=C(Nc1ccc2c(c1)OCCO2)c1ccc2ccccc2n1,-6,-4,-2,-5,-16,-1,8,22*,-3,3
COCCNC(=O)C1CCCN(C(=O)c2cccnc2Oc2ccccc2)CC1 (stereo not given),1,3,0,4,·,6,-3,-2,1,0
CC(CCc1ccccc1)NC(=O)COc1cc(F)ccc1[N+](=O)[O-] (stereo not given),1,4,0,-2,-3,2,-2,8,2,-4
CN(CC(=O)Nc1ccc2c(c1)OCCO2)S(=O)(=O)c1cccc2cccnc12,-1,5,-5,2,-6,0,0,-1,-2,2
CCOC(=O)C1=C(Cn2cnc3ccccc32)NC(=O)NC1c1ccc(OC)cc1 (stereo not given),-1,-6,-13,3,-3,-1,1,1,-29,-2
CCCCCCCCSc1nnc(/N=C/N(C)C)s1,0,6,4,2,0,0,6,0,6,-5
CCOc1ccc2oc(C(=O)O)c(C)c2c1,4,2,-1,-1,4,1,2,-1,-2,-1
O=C(O)Cc1ccc(O)c(O)c1,1,11,2,1,-4,11,0,1,0,2
COc1cccc(CN2C(=O)C(C)N(C(=O)c3ccccc3)c3ccccc32)c1 (stereo not given),1,-4,-4,-3,-7,4,-9,2,-11,-5
CCOC(=O)c1sc(NC(=O)CSc2nnc(-c3ccco3)n2CC)c(C(=O)OCC)c1C,1,5,-10,-14,-50,1,7,0,-4,7

# Some entries already given, showing only TCR-CD3 inh and MBD2 DNA inh.
Structure | TCR-CD3 inh | MBD2 DNA inh
COC(=O)c1c(C)nc2nonc2c1N | -3 | -1
CCCCC1N2CC3([N+](=O)[O-])CN1CC([N+](=O)[O-])(C2)C3(C)C (stereo not given) | 5 | -1
NC(=O)COC(=O)/C=C/c1ccc2ccccc2n1 | 2 | -6
Cc1ccc(OCCNC(=O)c2ccccc2OCc2c(C)noc2C)cc1 | 1 | -4
Cc1[nH]c(C)c(S(=O)(=O)NCCc2ccccc2)c1C(=O)N1CCCCC1 | 5 | 3
